Rat MKP-3 inhibitors: inhibition of rat DUSP6 enzyme activity – biochemical, in vitro, primary screen (AID 425); recombinant MKP-3 phosphatase activity, fluorescence; higher % means a stronger effect; inhibition, % at 20 µM, or IC50 in µM where a hit was titrated; 0.17% of 110,000 active; in the data active = inhibition above about 50%;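 also: plate controls were vehicle for no effect and reference inhibitor for full effect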
Hsp70 inhibitors: small molecules displacing fluorescent ligand from Hsp70 – biochemical, fluorescence polarization, primary screen (AID 583) | Hsp70 fluorescence polarization probe displacement, mP; higher % means a stronger effect | displacement, % at 20 µM, or IC50 in µM where a hit was titrated | 0.06% of 140,000 active; in the data active = displacement above about 50%;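 also: plate controls were vehicle for no effect and reference ligand for full effect; a part of the inactive calls stands beside numbers as strong as those of hits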
An asterisk follows results filed as active; . = not tested or not shown; & = joins results of further samples.

SMILES | Rat MKP-3 inhibitors | Hsp70 inhibitors
Cc1ccc2nc3c(cc(C(=O)NCc4cccnc4)c(=N)n3C(C)C)c(=O)n2c1 | 0% | 13%
Nc1c(C(=O)NC2CCCCC2)nsc1C(=O)OCC(=O)NC1CCCCC1 | -9% | 3.1%
CCc1ccc(N/C(SC)=C(/C#N)C(N)=O)cc1 | -1% | -1.6%
CCOC(=O)COc1ccc(S(=O)(=O)Nc2ccc3c(c2)OCO3)cc1 | -4% | 0.2%
Cc1cc(Br)ccc1S(=O)(=O)n1nnc2ccccc21 | -1% | -0.4%
Cc1cc(=O)[nH]c(SCC(=O)Nc2ccc(S(=O)(=O)N3CCCCC3)cc2)n1 | 3% | .
CCSc1nnc(NC(=O)c2c(C)c(-c3ccc(C)cc3)nc3ccccc23)s1 | 0% | 2.8%
COc1ccc(OC)c(C2NC(=O)NC(C)=C2C(=O)Nc2ccccc2C)c1 (configuration not stated) | 2% | -2.4%
Cc1ccc(C(=O)O)cc1S(=O)(=O)N1CCC(C)CC1 | 0% | -8.8%
CC(C)n1cnc2cc(NCc3nc4ccccc4n3C)ccc21 | -13% | .

Record cards, as listed above. Order of screens: Rat MKP-3 inhibitors, Hsp70 inhibitors
CCc1ccc(N/C(SC)=C(/C#N)C(N)=O)cc1 as listed: -1%, -1.6%
CC(C)n1cnc2cc(NCc3nc4ccccc4n3C)ccc21 as listed: -13%, .

Continued.
SMILES | Rat MKP-3 inhibitors | Hsp70 inhibitors
CC(=O)Nc1nc(C(=O)Nc2c(C)n[nH]c2C)cs1 | -14% | -1.2%
COc1ccc(CCNc2cc(N3CCOCC3)ccc2[N+](=O)[O-])cc1OC | 2% | -3.1%
CC(=O)c1c(N2CCN(Cc3ccccc3)CC2)[nH]c(-c2ccccc2)nc1=S | -1% | -7.6%
CCc1cc(C)cc(OCCOc2ccc(/C=C3/SC(=S)N(C)C3=O)cc2)c1 | -2% | -1.9%
CCOC(=O)c1c(N)sc(C(=O)N2CCCCC2)c1C | . | -2.8%
CCOC(=O)CC(=O)CSc1nc2c(cc1C#N)CCCCCC2 | 1% | -7.7%
Cc1cc2n(n1)C(c1ccco1)Nc1ccccc1-2 (configuration not stated) | -10% | 2.7%
O=C(CCn1nc(-c2ccc(Cl)cc2)c2ccccc2c1=O)NCC1CCCO1 (configuration not stated) | . | 7.5%
Cc1cc(C(=O)CSc2nnc(NCc3ccccc3)s2)c(C)n1C | -10% | 0.9%
O=C(CSc1ccc2nnc(-c3ccc(F)cc3)n2n1)N1CCCCC1 | -7% | -1.6%
CC(C)(C)NCC(O)COCc1ccc(Cl)cc1 (configuration not stated) | . | -0.9%
CSc1nc(C)c(Oc2ccccc2)c(=O)n1C | -9% | 6.1%
CCCc1nc(N2CCOCC2)c(C#N)c2c1CCCC2 | 2% | 2.7%
COc1ccc(-c2nnc(NC(=O)Nc3ccc(Cl)c(Cl)c3)s2)cc1 | -1% | 5.6%
O=C(NNS(=O)(=O)c1ccc2ccccc2c1)c1ccccc1F | 1% | 5.5%
COC(=O)c1cn(NC(=O)CC2CCCCC2)c(=O)c2ccccc12 | -1% | 3.1%
COc1ccc(-c2cc(C(=O)NN3CCN(C)CC3)c3ccccc3n2)cc1OC | 0% | 4.3%
Cc1cc(C)n2nc(NCc3cccc(Br)c3)nc2n1 | -2% | 6.1%
Cc1cc(C)nc(SCC(=O)Nc2ccc(N3CCOCC3)cc2)n1 | -10% | .
CCCC(=O)NCCc1nc2ccccc2n1C | -1% | -0.3%

Some of these compounds in order of their number in Hsp70 inhibitors, lowest first.
SMILES | Rat MKP-3 inhibitors | Hsp70 inhibitors
CC(C)(C)NCC(O)COCc1ccc(Cl)cc1 (configuration not stated) | . | -0.9%
CCCc1nc(N2CCOCC2)c(C#N)c2c1CCCC2 | 2% | 2.7%
COc1ccc(-c2nnc(NC(=O)Nc3ccc(Cl)c(Cl)c3)s2)cc1 | -1% | 5.6%
Cc1cc(C)n2nc(NCc3cccc(Br)c3)nc2n1 | -2% | 6.1%

Later entries.
SMILES | Rat MKP-3 inhibitors | Hsp70 inhibitors
C=C(C)CSc1nncn1/N=C/c1ccc(OC)cc1 | -10% | -1.5%
O=C(NCCNc1ccc([N+](=O)[O-])cc1)c1ccc(Cl)cc1 | -5% | 3.1%
CC(=O)c1cccc(NC(=O)c2cc(Cl)ccc2Cl)c1 | 4% | -0.7%
CCOC(=O)c1c(/N=C/N(C)C)sc(C(=O)OC)c1C | 3% | 0.6%
CNC(=O)/C(=C/c1ccc(-c2ccc(Cl)cc2)o1)NC(=O)c1ccc(Cl)cc1 | 5% | -2.9%
CCc1cc2c(cc3c(=O)n(CC(=O)NCCCN(CC)CC)nc(CC)n32)s1 | . | 0.4%
O=c1c2cnn(-c3ccccc3)c2ncn1Cc1cccc(Cl)c1 | 5% | 6.4%
COCc1cc(=O)n2[nH]c(SC)nc2n1 | -3% | -1.3%
Cc1cc(C)c2oc(-c3ccc(NC(=O)c4ccccc4[N+](=O)[O-])cc3)nc2c1 | 1% | 3.7%
COc1ccc(Cl)cc1C(=O)Nc1ccc(Br)cc1 | 3% | -1.7%
Cc1ccc(-c2ccccc2)n1-c1ccc(O)cc1 | 16% | 2.0%
CC(CC(=O)Nc1ccc(Br)cc1)c1ccccc1 (configuration not stated) | -1% | -0.4%
O=C(C1CCCO1)N1CCN(c2ncccn2)CC1 (configuration not stated) | -3% | 1.4%
C=CCNC(=O)C(=O)NCc1cccnc1 | 1% | -2.5%
Cc1ccc(-n2nnnc2SCC(=O)NC(=O)Nc2ccc3c(c2)OCCO3)cc1 | -18% | -2.3%
OCCNCCOc1ccccc1-c1ccccc1 | . | -0.6%
O=C(CCCOc1ccc(Cl)cc1Cl)n1nnc2ccccc21 | . | -0.5%
Cc1ccc(C(=O)O/N=C(\N)c2ccc(Br)cc2)cc1 | 2% | 2.4%&1.6%
Cc1nc2n(n1)CC(O)CS2 (configuration not stated) | 1% | 4.0%
COc1cc([N+](=O)[O-])ccc1NC(=O)CC(C)=O | 4% | 0.5%
O=C(COc1ccc(Br)cc1CO)Nc1ccccc1 | . | 0.4%
O=C(Cn1c(=O)oc2cc(S(=O)(=O)N3CCCC3)ccc21)N1CCN(c2ccccn2)CC1 | 2% | 3.9%
CCOC(=O)C1=C(O)/C(=C/c2ccc(OC)cc2)SC1=Nc1cccc2ccccc12 | 5% | -3.8%
CC1(C)C(C=C(Cl)Cl)C1C(=O)Nc1ccc(C(=O)O)cc1 (configuration not stated) | 0% | -2.3%
COc1cc(-c2c(C#N)c(N)nc(SCc3ccncc3)c2C#N)cc(OC)c1OC | -13% | -0.8%
COc1ccccc1OCCSc1nc2ccc(Br)cc2[nH]1 | 1% | 1.9%
CC1CCCCN1CCNC(=O)CN1C(=O)COc2ccccc21 (configuration not stated) | 0% | 10%
CC1CC(=O)c2cnc(N)nc2C1 (configuration not stated) | . | -2.5%
COc1cccc(-n2sc3c(c2=S)-c2cc(C)ccc2NC3(C)C)c1 | 2% | 1.0%
O=C(CSCC(=O)Nc1ccc2ccccc2c1)Nc1cccc([N+](=O)[O-])c1 | 4% | 1.8%
CCOC(=O)CSCCOc1ccc(/C=C2/C(=O)NC(=O)N(c3cccc(C)c3)C2=O)cc1OC | 3% | -2.1%
O=S(=O)(c1cc(Cl)ccc1Cl)n1cnc2ccccc21 | -2% | -6.4%
CCc1nc2c(C)cc(C)cc2c(N)c1C | 3% | 3.5%
COc1ccc(OC)c(NC(=O)c2ccc(NS(=O)(=O)c3c(C)noc3C)cc2)c1 | -10% | 2.5%
CCCn1c(=N)n(CC(=O)c2ccco2)c2ccccc21 | -5% | 1.7%
Cc1ccc(CNC(=O)c2cn(C3CCCCC3)c(=O)c3c2c2ccccc2n3C)o1 | 3% | .
O=C1C2C(c3ccc(Cl)cc3)OC3(C(=O)c4ccccc4C3=O)C2C(=O)N1c1cccc(F)c1 (configuration not stated) | -2% | 3.2%
CCSc1nnc(N(CCC#N)CCC#N)s1 | -8% | 4.2%
C=CCSC1=C(C#N)C(c2ccc(OCC)cc2)CC(=O)N1 (configuration not stated) | 2% | -3.7%
CCn1c(=O)cc(OCC(=O)NCCCN2CC(C)CC(C)C2)c2ccccc21 (configuration not stated) | 1% | -1.1%
COc1ccc(C2C(C(C)=O)=C(O)C(=O)N2CCN(C)C)cc1OC (configuration not stated) | -10%&2% | 2.7%&0.7%
COCCCNC(=O)c1cccc(C(=O)NCCCOC)c1 | -10% | 1.4%
C/C(Cl)=C/CN1C(=O)C2C3C=CC(C3)C2C1=O (configuration not stated) | 5% | -4.6%
CCOc1ccc(NC(=O)N(C2CCCCC2)C2CCN(C(C)=O)CC2)cc1 | -9% | .
Cc1cc(C)nc(SCc2ccc(C(=O)O)o2)n1 | -16% | 7.9%
COc1ccc(C(c2nnnn2CC2CCCO2)N2CCN(c3cccc(C)c3C)CC2)cc1 (configuration not stated) | -1% | -0.9%
CN1c2ccccc2N(C)C1c1ccc(Br)o1 | 1% | -0.2%
COc1ccccc1-c1coc2cc(OC(=O)c3c(Cl)ccc(Cl)c3OC)ccc2c1=O | -5% | -1.8%
Cc1nn(-c2ccccn2)c2c1C(c1ccsc1)C1=C(CCCC1=O)N2 (configuration not stated) | . | 8.9%
CCCn1c(=O)c2[nH]c(C3CCCC3)nc2n(CCC)c1=O | -4% | 0.6%

Brought forward from above: 2 compounds; new compounds follow.
SMILES | Rat MKP-3 inhibitors | Hsp70 inhibitors
Cc1nn(-c2ccccn2)c2c1C(c1ccsc1)C1=C(CCCC1=O)N2 (configuration not stated) | . | 8.9%
CCCn1c(=O)c2[nH]c(C3CCCC3)nc2n(CCC)c1=O | -4% | 0.6%
CN/C=C1\C(=O)C(C)(C)Oc2ccc3ccc(=O)oc3c21 | 1% | 4.6%
CC1=C(C(=O)OCc2ccccc2)C(c2ccsc2)C(C#N)=C(N)O1 (configuration not stated) | . | -2.3%
CCOC(=O)c1[nH]c(C)c(C(=O)OCCN2C(=O)c3ccccc3C2=O)c1C | -25% | 0.2%
N#Cc1ccc(-c2nnnn2-c2ccc3c(c2)OCO3)cc1 | -9% | 4.5%
Cc1ccc(NC(=O)c2cc3cc([N+](=O)[O-])ccc3oc2=O)c(C)c1 | 3% | -3.9%
COC(=O)C1CCCN1S(=O)(=O)c1ccc2ccccc2c1 (configuration not stated) | -10% | 5.0%
FC(F)(F)c1cc(/C=C/c2ccccc2)no1 | 3% | -3.3%
C=CCNc1nc(-c2ccccc2)cs1 | 2% | -3.9%
CCN(CC)CCNC(=O)c1nn(-c2ccc(C)cc2)c(=O)c2c1c1ccccc1n2C | -1% | -1.3%
Cc1ccc(N(CC(=O)NCCSCc2ccco2)S(C)(=O)=O)cc1 | . | 1.1%
CCCn1c(NC(=O)c2ccc(Cl)cc2)nc2ccccc21 | -2% | 0.4%
COCCn1c(SCC#N)nnc1-c1ccccc1 | 0% | 4.0%
CN(C)c1cccc(C(=O)N2CCc3ccccc3C2)c1 | -3% | -2.3%
CCOC(=O)c1sc(NC(=O)CSc2nncs2)c(C(=O)OCC)c1C | -6% | -8.7%
Cc1nn(-c2ccccc2)c2c1P(=O)(O)/C(=C1\N(C)c3ccccc3C1(C)C)C=N2 | -8% | -1.5%
CN(C)c1ccc(/C=C2\SC(=O)N(c3ccc(Cl)cc3)C2=O)cc1 | -1% | -14%
O=C(O)c1ccc(NS(=O)(=O)c2ccc(Cl)c(Cl)c2)cc1O | 2% | 5.7%
CC(C)CCNC(=O)C(=O)NCc1ccc(Cl)cc1 | 2% | 3.7%
CC1=CC(C)(C)N2C(=O)C3(C(C#N)=C(N)Oc4cc(O)ccc43)c3cccc1c32 (configuration not stated) | 6% | -0.3%
O=C(O)CCc1ccc(-c2cccs2)n1NC(=O)c1ccc(Cl)cc1Cl | . | 8.1%

The closing six records of the section before are carried over, then new ones follow.
SMILES | Rat MKP-3 inhibitors | Hsp70 inhibitors
Cc1nn(-c2ccccc2)c2c1P(=O)(O)/C(=C1\N(C)c3ccccc3C1(C)C)C=N2 | -8% | -1.5%
CN(C)c1ccc(/C=C2\SC(=O)N(c3ccc(Cl)cc3)C2=O)cc1 | -1% | -14%
O=C(O)c1ccc(NS(=O)(=O)c2ccc(Cl)c(Cl)c2)cc1O | 2% | 5.7%
CC(C)CCNC(=O)C(=O)NCc1ccc(Cl)cc1 | 2% | 3.7%
CC1=CC(C)(C)N2C(=O)C3(C(C#N)=C(N)Oc4cc(O)ccc43)c3cccc1c32 (configuration not stated) | 6% | -0.3%
O=C(O)CCc1ccc(-c2cccs2)n1NC(=O)c1ccc(Cl)cc1Cl | . | 8.1%
O=C(Nc1cccc(C(=O)N2CCCC2)c1)c1ccccc1 | -10% | -3.0%
CCCOc1c(I)cc(I)cc1/C=C(/C#N)c1nc2ccc(C)cc2[nH]1 | 0% | -0.1%
O=C(NCC(=O)N(Cc1ccc(F)cc1)C(C(=O)NC1CCCC1)c1ccco1)c1ccco1 (configuration not stated) | -7% | -1.6%
Cc1ccc2cc(CN(Cc3ccc4c(c3)OCO4)Cc3nnnn3Cc3ccco3)c(=O)[nH]c2c1C | 3% | -4.4%
COc1ccccc1OCC(=O)Nc1oc(-c2ccccc2)c(-c2ccccc2)c1C#N | -10% | 2.4%
COc1ccc(-c2cn3cccnc3n2)cc1NC(=O)C1CCCC1 | -4% | 0.7%
FC(F)(F)c1ccccc1C=NN1CCN(c2ccc(Cl)cc2)CC1 | 1% | 1.1%
Cc1oc(-c2ccccc2Cl)nc1CSCC(=O)NC1CCCC1 | . | -0.1%
Cc1cc(N2CCCN(C)CC2)nc2cc(Cl)ccc12 | -4% | -4.5%
C(#CC12CC3CC(CC(C3)C1)C2)CN1CCOCC1 | 2% | 1.6%
Cc1ccn(CCSCC(=O)O)n1 | -4% | 4.4%
O=S(=O)(Nc1cc(Br)c(O)c2ccccc12)c1cc(Cl)ccc1Cl | 37% | 7.5%
CC(=O)Nc1ccc(NC2=C(Cl)C(=O)c3c(Cl)c(Cl)c(Cl)c(Cl)c32)cc1 | 3% | 2.8%

Only part of the results is shown (hit frequency here may not be typical).
